Glioma ERSR ind – qHTS for Inducers of the Endoplasmic Reticulum Stress Response (ERSR) in Human Glioma: qHTS; U87-MG GRP78 promoter luciferase reporter, 16 h; 0.02% of 420,000 active; AID 602332, 2012; Potency, µM, for the others: at the top dose activation, most hits filed as activators; note: potency is the fitted concentration of half-maximal effect; series mostly up to about 76 µM; % of control where 0% means no effect; nearly all actives have a fitted effect of over 35% in size
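ERSR induction read as luciferase luminescence (Bright-Glo, 10 min at room temperature) in stably transfected human U87-MG glioma cells exposed to compounds for 16 h, using GRP78 as sensor.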
LDHA block – qHTS assay for inhibitors of human lactate dehydrogenase. L-lactate dehydrogenase A chain (Homo sapiens), P00338. purified LDHA, NADH/diaphorase-resazurin fluorescence; active compounds read low. activity change, % (values are at about 110 or 230 µM). 0.15% of 480,000 active; in the data active = activity change below about -30%; inconclusive = mostly about -25% to -30%;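 note: plate controls were DMSO wells for no effect and wells without enzyme for full effect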
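Resorufin fluorescence (ex540/em590), read at 0 and 20 min after diaphorase/resazurin addition, reports the NADH left after a 5 min room-temperature reaction of 2 nM human LDH5 with 0.06 mM NADH and 0.2 mM pyruvate.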
D1 PAM – Potentiators of Human D1 Dopamine Receptor: qHTS. 0.036% of 360,000 active. HEK293 TREx D1 cells, calcium flux, dopamine EC20 potentiation. potentiation, % at 10 µM. D(1A) dopamine receptor (Homo sapiens), P21728; in the data active = potentiation above about 30%; note: 0% is about no effect
Target sequence (P21728 whole entry, looked up): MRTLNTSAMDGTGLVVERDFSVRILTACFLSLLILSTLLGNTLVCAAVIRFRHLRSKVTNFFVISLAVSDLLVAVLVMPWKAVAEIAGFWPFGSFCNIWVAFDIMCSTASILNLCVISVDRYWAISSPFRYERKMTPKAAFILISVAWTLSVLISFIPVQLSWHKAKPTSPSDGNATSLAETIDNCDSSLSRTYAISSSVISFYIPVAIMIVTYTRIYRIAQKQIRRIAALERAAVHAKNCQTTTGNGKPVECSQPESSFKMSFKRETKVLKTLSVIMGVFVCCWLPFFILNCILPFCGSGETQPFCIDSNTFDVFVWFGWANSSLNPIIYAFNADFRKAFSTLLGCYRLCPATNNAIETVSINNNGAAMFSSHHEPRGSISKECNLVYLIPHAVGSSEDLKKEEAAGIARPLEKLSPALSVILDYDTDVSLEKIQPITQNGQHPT
D1 agonist – Allosteric Agonists of the Human D1 Dopamine Receptor: qHTS; 1% of 360,000 active; activation, % at 2 µM; D(1A) dopamine receptor (Homo sapiens), P21728; AID 504660, 2011; HEK293 T-REx D1 cells, calcium flux, agonist mode; in the data active = activation above about 30%; note: 0% is about no effect
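Tetracycline-induced HEK293 TREx D1 cells, force-coupled to calcium signalling, were dye-loaded with a no-wash calcium kit. Compound was pin-added after a 10 s baseline. Fluorescence was read kinetically at 1 cycle/s for 180 s, with calcium rises flagged as agonism.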
D1 antagonist – Antagonist of Human D 1 Dopamine Receptor: qHTS; HEK293 TREx D1 cells, calcium flux, dopamine EC80; active compounds read low; activity change, negative = inhibition, % at 10 µM; 3.2% of 360,000 active; in the data active = activity change below about -30%; note: % is set by controls: 0 for no effect and ±100 for the full control effect
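Tetracycline-induced HEK293 T-REx cells with force-coupled D1 receptor were loaded with a no-wash calcium dye. Compound was added after a 10 s baseline and read kinetically for 180 s; EC80 dopamine was then added and calcium flux followed another 180 s.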
Vif-APOBEC3G blk – qHTS for Inhibitors of Vif-A3G Interactions: qHTS; Potency, µM (highest dose often 46.1 µM), for the others: at the top dose activity, negative = active, most hits filed as inhibitors; HeLa A3G-eYFP + Vif (tagged APOBEC3G with the HIV-1 protein that degrades it), YFP fluorescence, overnight; AID 602310, 2012; DNA dC->dU-editing enzyme APOBEC-3G (Homo sapiens), Q9HC16; 0.076% of 410,000 active;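 note: potency is the fitted concentration of half-maximal effect; % is set by controls: 0 for no effect and ±100 for the full control effect; nearly all actives have a fitted effect of over 60% in size; hits raise eYFP signal because A3G escapes Vif-driven loss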
Target sequence (Q9HC16 whole entry, looked up): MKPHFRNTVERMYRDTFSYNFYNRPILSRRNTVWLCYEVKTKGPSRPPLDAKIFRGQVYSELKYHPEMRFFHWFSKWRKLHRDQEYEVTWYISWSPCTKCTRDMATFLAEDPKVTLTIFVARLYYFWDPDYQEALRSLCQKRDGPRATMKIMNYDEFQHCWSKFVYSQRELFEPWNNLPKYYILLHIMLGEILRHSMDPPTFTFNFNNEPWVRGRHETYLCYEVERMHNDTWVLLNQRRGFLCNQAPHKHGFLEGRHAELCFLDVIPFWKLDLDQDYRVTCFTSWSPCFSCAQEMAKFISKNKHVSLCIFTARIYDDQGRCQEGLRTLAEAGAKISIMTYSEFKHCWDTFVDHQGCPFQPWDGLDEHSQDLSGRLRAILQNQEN
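HeLa cells stably expressing Vif and C-terminally eYFP-tagged A3G, seeded overnight at 37 deg C, then exposed to compound by pintool overnight at 37 deg C. Rise in yellow fluorescence (Ex 488/Em 500-530, Acumen) marks blocked Vif-driven A3G degradation.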
RXFP1 agonist – qHTS Assay for Agonists of the Relaxin Receptor RXFP1. HEK293T-RXFP1 cAMP TR-FRET, 30 min; response scale: percent of porcine relaxin response, buffer zero. Potency, µM (highest dose often 57.5 µM), without a hit: at the top dose activation, hits mostly activators. 0.3% of 370,000 active; note: potency is the fitted concentration of half-maximal effect; % is set by controls: 0 for no effect and ±100 for the full control effect; nearly all actives have a fitted effect of over 60% in size; many of its hits are not listed in these tables
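Agonist response is measured as cAMP accumulation in an RXFP1-transfected HEK293T line under PDE4 inhibition. Values are scaled between buffer-only and 29 nM porcine relaxin, and EC50s come from standard Hill equation fits.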
D2 potentiator – HTS Assay for Positive Allosteric Modulators of the Human D2 Dopamine Receptor: Primary Screen for Potentiators; HEK293 T-REx D2, calcium flux, EC20 dopamine potentiation; potentiation, % at 10 µM; 0.34% of 340,000 active; AID 485347, 2010;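 active = potentiation over 3 SD above the plate norm, cut at about 30% in these data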; note: 0% is about no effect
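Calcium flux readout, no-wash dye, 1 read/s. Inducible HEK293 Trex D2 line, overnight 30 C. Compound alone 180 s (agonist flags), then EC20 dopamine, another 180 s to score potentiation.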
Vif-A3F inh – qHTS for Inhibitors of Vif-A3F Interactions: qHTS | 0.2% of 390,000 active | HeLa A3F-eYFP + Vif (tagged APOBEC3F with the HIV-1 protein that degrades it), YFP fluorescence increase | Potency, µM (doses to about 46.1 µM), for the others: top-dose activity, negative = active; note: potency is the fitted concentration of half-maximal effect; % of control where 0% means no effect; nearly all actives have a fitted effect of over 65% in size
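HeLa cells stably expressing A3F-eYFP plus Vif, plated and incubated overnight at 37 deg C, then exposed to compounds overnight at 37 deg C. Blocked degradation read as raised yellow fluorescence (Ex 488/Em 500-530).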
* marks the source's active call; other numbers are inactive results; u = inconclusive; x = no result given; & = joins results of further samples. Unless noted, calls come from the whole dose curve; as a rule, active = well fitted curve in the direction sought with a large enough effect; inconclusive = small, poorly fitted or top-dose-only effect, or another doubt; inactive = no such curve, though single readings can be large; an effect the other way counts as inactive or inconclusive.

SMILES	Glioma ERSR ind	LDHA block	D1 PAM	D1 agonist	D1 antagonist	Vif-APOBEC3G blk	RXFP1 agonist	D2 potentiator	Vif-A3F inh
CC(C)c1nnc(NC(=O)C2CCCN2C(=O)Nc2ccccc2)s1 (configuration not stated)	-4%	-3	4	-2	10	-4%	0.0%	x	-16%
Cc1ccc(NC(=O)C2C3C=CC4(O3)C2C(=O)N(CCCN2CCCCC2)C4C(=O)NC2CCCCC2)cc1C (configuration not stated)	-6%	-6	-11	4	3	-2%	-1.1%	-13	9%
Cc1ccc(NC(=O)c2oc3ccc(Br)cc3c2C)cc1S(=O)(=O)N1CCOCC1	-2%	-4	x	x	x	0%	x	x	-6%
COc1ccc(OC)c(S(=O)(=O)N(C)CC(=O)N2CCN(c3ccccc3)CC2)c1	-2%	-5	-2	4	-6	2%	-0.3%	1	-4%
O=S(=O)(c1ccc2c(c1)OCCO2)N1CCN(S(=O)(=O)c2ccccn2)CC1	-3%	-11&-4	5	2	-16	4%	x	x	1%
CCCc1nc2ccc(NC(C)=O)cc2c(=O)n1Cc1cccc(Cl)c1	1%	-3	-3	4	-2	2%	-0.1%	1	2%
CCOC(=O)c1ccc(/[N+]([O-])=C/c2ccccc2)cc1	0%	20	1	-2	x	2%	0.4%	11	-1%
COc1ccc(N2C(=O)CC(N3CCCC4CCCCC43)C2=O)cc1 (configuration not stated)	1%	4	-10	1	16	3%	-1.1%	-2	5%
O=C(NCc1ccccc1)C1CCCN1S(=O)(=O)c1ccc(F)cc1 (configuration not stated)	-3%	-3	-1	0	5	-3%	-1.9%	8	-8%
CCOc1ccc(NS(=O)(=O)c2ccc(C(=O)NCc3ccncc3)cc2)cc1	-3%	-3	-10	12	5	-3%	0.6%	11	1%
Clc1cccc(Cc2nn[nH]n2)c1	-2%	-4	-1	2	9	0%	-0.6%	x	4%
CN1C(=O)N(CC(=O)N2CCN(c3ncccn3)CC2)C(=O)C12CCCCC2	-2%	0	5	8	1	-3%	0.0%	-15	-3%
CCNC(=S)N1CCN(Cc2ccc3c(c2)OCO3)CC1	-2%	1	-1	0	-1	7%	-1.1%	-4	-4%
O=C(CSc1nnc(-c2cccnc2)n1Cc1ccco1)Nc1nc(-c2ccc(F)cc2)cs1	-1%	-3	-7	1	-25	-3%	1.0%	1	1%
COc1ccccc1NS(=O)(=O)c1ccc2c(c1)n(C)c(=O)n2C	-3%	0	0	9	13	0%	-0.1%	5	0%
Cn1c(N)c(C(=O)CSc2nc(N)cc(N)n2)c(=O)n(C)c1=O	-4%	-16	0	2	5	1%	15%	0	-3%
COc1ccc(N2CC(NC(=O)COc3cccc(C)c3)CC2=O)cc1OC (configuration not stated)	-2%	0	0	33*	x	5%	-2.1%	-5	-1%
COc1cc2c(cc1NC(=O)c1ccccc1F)CCCC2	5%	-1	5	2	9	-7%	0.7%	6	-12%
CC(=O)Oc1ccccc1C(=O)Oc1ccccc1C(=O)O	1%&0%&-3%	-5	-1	0	26	-2%	0.6%	-15	6%
C/C(=N\NC(N)=O)c1ccc(-n2ccnc2)cc1	1%	-3	-1	3	-44*	-4%	2.1%	-5	3%
CC1CCCN(c2c(S(=O)(=O)c3ccccc3)cnc3ccc(Cl)cc23)C1 (configuration not stated)	-2%	-3	-5	2	20	1%	-0.7%	12	-21%
CC1CCN(S(=O)(=O)c2ccc(NC(=O)Cn3nnc(-c4ccccc4F)n3)cc2)CC1	-8%	-14	-1	8	-7	u	-0.2%	-3	u
Cc1ccc(S(=O)(=O)N2CCN=C2SC(C)c2ccccc2)cc1 (configuration not stated)	-5%	-4	-2	4	-6	5%	-2.6%	19	1%
COc1ccc(-c2oc3ccc(N4CCOCC4)cc3c2C#CC2(O)CCCCC2)cc1	3%	0	x	x	x	-23%	x	x	1%
Cc1cc(C(=O)O)ccc1-c1ccc(/C=N/n2cnnc2)o1	1%	2	16	2	0	-3%	-0.3%	-2	-23%
Cc1oc2ccc(OCc3ccc(F)cc3)cc2c1C(=O)O	0%	3	5	0	-12	0%	0.5%	-3	x
CCC(NC(=O)c1ccc([N+](=O)[O-])cc1[N+](=O)[O-])c1ccccc1 (configuration not stated)	-2%	2	7	5	-22	7%	2.0%	7	0%
O=C(CCc1nc2ccccc2c(=O)[nH]1)NCCN1C(=O)S/C(=C\c2ccc(Cl)cc2Cl)C1=O	-3%	1	-3	11	-13	0%	-0.1%	x	u
O=C(CSCc1cnn(-c2ccccc2)c1-n1cccc1)NCc1ccc(F)cc1	-2%	-2	0	5	-9	5%	-3.2%	-23	0%
CCOC(=O)Cc1c[nH]c2ccccc12	-1%	7	-4	3	-12	0%	-0.1%	-1	1%
COC(=O)[C@@H](NCc1cccc(CN([C@H](C(=O)OC)C(C)C)S(C)(=O)=O)c1)C(C)C	0%	0	-1	1	-11	4%	-2.8%	-2	5%
CCCCC1NC(=S)N(C2CCCCC2)C1=O (configuration not stated)	-5%	-4	-3	1	-8	0%	0.8%	-18	2%
Cc1nnc(N2C(=O)c3ccc(Br)cc3C2=O)s1	-3%	-1	-5	0	5	-3%	1.9%	x	-4%
C=CCOc1ccc(/C=C2\N=C(C)OC2=O)cc1OC	-4%	-7	-1	1	11	2%	0.0%	2	14%
Cc1cc(Nc2cccc(F)c2)nc(NCc2ccccc2)n1	-7%	-4	-7	10	-17	u	0.3%	-9	-20%
Cc1cccc(NC(=O)CSc2nnc(NC(=O)CN3CCCCC3)s2)c1	x	x	-1	3	4	x	3.2%	9	x

For reference, some entries already given.
SMILES	Glioma ERSR ind	LDHA block	D1 PAM	D1 agonist	D1 antagonist	Vif-APOBEC3G blk	RXFP1 agonist	D2 potentiator	Vif-A3F inh
Cc1oc2ccc(OCc3ccc(F)cc3)cc2c1C(=O)O	0%	3	5	0	-12	0%	0.5%	-3	x
CCC(NC(=O)c1ccc([N+](=O)[O-])cc1[N+](=O)[O-])c1ccccc1 (configuration not stated)	-2%	2	7	5	-22	7%	2.0%	7	0%
O=C(CCc1nc2ccccc2c(=O)[nH]1)NCCN1C(=O)S/C(=C\c2ccc(Cl)cc2Cl)C1=O	-3%	1	-3	11	-13	0%	-0.1%	x	u
O=C(CSCc1cnn(-c2ccccc2)c1-n1cccc1)NCc1ccc(F)cc1	-2%	-2	0	5	-9	5%	-3.2%	-23	0%

Other records.
SMILES	Glioma ERSR ind	LDHA block	D1 PAM	D1 agonist	D1 antagonist	Vif-APOBEC3G blk	RXFP1 agonist	D2 potentiator	Vif-A3F inh
FC(F)(F)c1nnc(Nc2ccc(Cl)cc2)s1	-9%	-10	-5	12	-30*	0%	2.8%	11	-5%
CCOc1ccc(NC(=O)c2sccc2-n2cccc2)cc1	-1%	1	-3	3	-9	-2%	1.7%	65*	-2%
Cn1c(C(=O)Nc2ccc3c(c2)OCCO3)cc2sccc21	0%	3	-6	0	18	-8%	0.7%	1	1%
Cc1ccc2oc(C(=O)Nc3nonc3C)c(C)c2c1	-3%	-2	2	2	-9	0%	3.0%	1	-1%
O=C(c1ccco1)N1CCN=C1SCc1cccc(F)c1	-3%	-3	x	4	-8	-2%	1.4%	4	-1%
COc1ccc(OC)c(/C=C/C(=O)OCC(=O)Nc2cccc(Oc3ccccc3)c2)c1	0%	1	-3	5	4	0%	8.2%	6	-23%
CCOc1ccc(NC(=O)CSC2=Nc3ccccc3C3=NC(CC(=O)NCc4ccc5c(c4)OCO5)C(=O)N23)cc1 (configuration not stated)	1%	10	-4	1	-30*	-1%	0.0%	10	3%
CC1CCN(c2nc(-c3ccccc3O)nc3ccccc23)CC1	-1%	0	-8	3	11	1%	1.2%	x	-4%
CN(C)/C=C(\C=O)c1ccc(Cl)cc1Cl	-8%	-4	-1	2	-2	0%	-3.8%	x	2%
O=C(NCCN1CCN(c2ccccc2)CC1)C1CCCN(S(=O)(=O)c2cnc[nH]2)C1 (configuration not stated)	-6%	-9	-2	3	6	-4%	1.1%	-25	-10%
C#CCSC1=C(C#N)C(c2cccs2)C(C(=O)OCC)=C(C)N1 (configuration not stated)	0%	3	-1	6	6	1%	1.1%	7	-5%
Cc1ccc(/C=C/C2=NN(Cc3ccc(Cl)c(Cl)c3)C(=O)CC2)cc1	2%	-1	-7	10	1	-6%	-0.2%	4	1%
O=c1cc(CSc2nnnn2-c2ccccc2)[nH]c2[nH]n(-c3ccccc3)c(=O)c12	-4%	5	8	1	7	0%	-0.1%	-2	-3%
CCOc1ccc(C(=O)NCC(=O)OCc2c(F)cccc2Cl)cc1OCC	-4%	1	0	1	8	0%	1.7%	8	-7%
CCOP(=O)(C1=C(O)C(=O)C(C(C)(C)C)=CC1=O)c1ccccc1 (configuration not stated)	-3%	17	1	0	9	-2%	4.3%	-7	-1%
COc1ccc(-n2nc3ccc(NC(=O)c4ccc(-c5cc(Cl)ccc5Cl)o4)cc3n2)cc1	-5%	-4	-1	0	9	-3%	1.3%	-1	-2%
NC(=O)c1cc2c(s1)-c1cc(Cl)ccc1SC2	-1%	-5	-10	1	-22	-6%	7.5%	-7	-4%
CCOC(=O)N1CCN(C(=O)c2cn(C)c3ccc(S(=O)(=O)N4CCOCC4)cc3c2=O)CC1	-5%	-2	2	1	8	0%	5.9%	7	6%
Nc1ccccc1C(=O)N/N=C1/C2CN3CCN(C2)CC1(Cc1ccccc1)C3	1%	6	-6	0	-19	-1%	0.5%	x	5%
Cc1ccc(S(=O)(=O)N2CCCCC2)cc1NC(=O)CCNC(=O)c1ccc([N+](=O)[O-])cc1	-3%	-2	-11	2	13	0%	1.1%	-13	1%

The list is partial; the hit share may differ from the screen's.
